XBP1 UPR activ = adaptive UPR (XBP1) activation | CHO-XBP1 luciferase reporter, IRE1-XBP1 UPR activation, luminescence; percent of tunicamycin response, DMSO as zero | activation, % at 20 µM | 330,000 tested, 0.33% active;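 active means versus positive control, 20 µM dose yields 30% or more activation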;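 further: 100% = tunicamycin at 10 µg/mL and 0% = DMSO only wells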
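Assay system: CHO-XBP1 luciferase reporter cells; Schedule: 6 h treatment, 37 °C; Detection: glow luminescence from Steady-Glo reagent; Benchmarks: high control tunicamycin 10 µg/mL final, low control DMSO vehicle only.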
NALP3 yeast inh = NALP3 inhibition in yeast; Yeast reconstituted NLRP3/ASC/caspase-1, beta-gal luminescence, 24 h; inhibition, % at 10 µM; 330,000 tested, 0.39% active; AID 2825;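 active means inhibition of 50% or more; inactive means inhibition below 50%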;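 further: plate controls were induced DMSO wells for no effect and uninduced yeast grown without galactose for full effect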
CHOP UPR activ = apoptotic UPR (CHOP) activation. AID 449763. CHO-CHOP luciferase reporter, luminescence; percent of tunicamycin response over DMSO baseline. activation, % at 10 µM. 330,000 tested, 0.34% active;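 active means at 10 µM dose, activation of 40% or more, normalized to positive control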;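 further: 100% = tunicamycin at 10 µg/mL and 0% = DMSO alone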
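System: CHO-CHOP luciferase reporter cell line | Buffer or medium: F12 medium containing 10% fetal bovine serum | Doses: One dose, 10 µM in 0.5% DMSO | Times: 6 h compound exposure at 37 °C after overnight seeding | Signal: Luciferase luminescence | Read-out: % activation vs tunicamycin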
tim10-1 inh = inhibits growth of tim10-1 mutant yeast; AID 463190; inhibition, % at 20 µM; S. cerevisiae tim10-1 ts strain growth, BacTiter-Glo, 24 h; 330,000 tested, 2.2% active;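 active means inhibition of at least 40%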;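 further: mutant grown at 25 °C; 0% = DMSO wells with yeast and 100% = wells holding no yeast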
GRIN3A LBD mod = modulators (binders) of human NR3A ligand-binding domain | Tm shift relative to glycine control, % at 25 µM | NR3A LBD differential scanning fluorimetry, Tm shift; 0% = protein alone, 100% = glycine-bound protein | 340,000 tested, 2.5% active;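 active means melting temperature shift of at least 10% of the positive control shift, at one fixed dose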
TIM10 inh = growth inhibitors of TIM10 yeast strain; S. cerevisiae TIM10 strain growth, BacTiter-Glo luminescence, 24 h; inhibition, % at 10 µM; 330,000 tested, 1.4% active; AID 463195;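 active means inhibition of 40% or more at the single tested concentration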;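 further: wild-type TIM10 isogenic control strain grown at permissive 25 °C; 0% = DMSO yeast wells and 100% = minimal medium wells without yeast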
tim23-1 inh = growth inhibitors of tim23-1 mutant yeast | S. cerevisiae tim23-1 growth, BacTiter-Glo luminescence, 24 h | inhibition, % at 20 µM | 330,000 tested, 1.3% active;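 active means growth inhibition of the mutant yeast at or above 50%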;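 further: temperature-sensitive mutant grown at 25 °C; plate controls were DMSO-treated mutant yeast for no effect and medium wells lacking yeast for full effect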
APJ agonist = activates the human apelin receptor APJ; P35414; CHO-K1 APJ PathHunter beta-arrestin, luminescence; 0% DMSO wells, 100% apelin; activation, % at 20 µM; 330,000 tested, 0.11% active; AID 2520;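 active means activation more than six SD over the plate average, tested at 20 µM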;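 further: 0% = DMSO alone and 100% = apelin-13 at 10 nM; some results filed as inactive read as strong as hits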
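assay system = CHO-K1 APJ beta-arrestin complementation cell line | input = cell density 1000 per well | dosing = compound 20 µM once, DMSO 1% | timing = compound 90 min 25 °C, reagent 1 h | measured by = luminescence from split beta-galactosidase complementation, Galacton Star/Emerald II substrate | read-out basis = APJ agonist activity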
Mdm2-MdmX inh = inhibitors of human Mdm2/MdmX interaction. inhibition, % at 8 µM. SaOS-2 split-luciferase Mdm2/MdmX complementation, luminescence. 330,000 tested, 3% active. O15151+Q00987;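 active means inhibition of at least 50% at 8 µM in the primary screen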
Target sequence (O15151 whole entry, looked up): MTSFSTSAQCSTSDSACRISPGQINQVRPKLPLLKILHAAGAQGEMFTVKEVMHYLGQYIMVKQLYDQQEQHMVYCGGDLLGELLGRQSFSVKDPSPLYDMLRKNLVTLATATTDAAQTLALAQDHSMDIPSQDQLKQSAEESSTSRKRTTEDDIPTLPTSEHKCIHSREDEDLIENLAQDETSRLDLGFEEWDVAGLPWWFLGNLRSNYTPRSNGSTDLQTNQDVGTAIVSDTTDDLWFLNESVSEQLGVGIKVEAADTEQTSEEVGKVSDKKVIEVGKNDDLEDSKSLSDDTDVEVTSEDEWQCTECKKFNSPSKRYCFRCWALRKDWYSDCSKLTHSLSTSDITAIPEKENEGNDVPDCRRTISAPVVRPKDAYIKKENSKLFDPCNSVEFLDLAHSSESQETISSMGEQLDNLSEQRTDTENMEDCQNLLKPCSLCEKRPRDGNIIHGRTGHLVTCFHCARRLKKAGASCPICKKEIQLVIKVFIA
Target sequence (Q00987 whole entry, looked up): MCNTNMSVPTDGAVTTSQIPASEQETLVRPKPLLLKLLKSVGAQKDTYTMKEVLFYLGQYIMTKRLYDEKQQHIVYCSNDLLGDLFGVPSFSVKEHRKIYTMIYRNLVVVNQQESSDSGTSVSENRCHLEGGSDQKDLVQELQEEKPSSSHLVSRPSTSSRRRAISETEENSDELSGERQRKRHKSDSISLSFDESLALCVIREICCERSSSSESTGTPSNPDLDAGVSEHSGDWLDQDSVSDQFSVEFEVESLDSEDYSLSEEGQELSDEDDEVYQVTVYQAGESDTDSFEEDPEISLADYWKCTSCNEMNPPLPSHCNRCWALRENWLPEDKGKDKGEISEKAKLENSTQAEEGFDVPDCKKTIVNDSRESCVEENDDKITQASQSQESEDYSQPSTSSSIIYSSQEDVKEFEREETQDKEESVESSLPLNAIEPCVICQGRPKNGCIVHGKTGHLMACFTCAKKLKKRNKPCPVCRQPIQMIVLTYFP
* hit, by the source's call; . = not tested or not shown.

no.	Structure	TIM10 inh	XBP1 UPR activ	tim10-1 inh	tim23-1 inh	NALP3 yeast inh	APJ agonist	CHOP UPR activ	Mdm2-MdmX inh	GRIN3A LBD mod
1	Cc1cc(Nc2cc(C)on2)n2ncnc2n1	4	-3	-1	16	0	-3	5.4	11	0
2	c1ccc(OCCOCCSc2ncccn2)cc1	-12	-2	1	0	15	-3	-0.4	-22	2
3	Cc1ccc(F)c([C@H]2C3C=CCC(c4ccccc4)C3C(=O)N2Cc2ccccc2)c1 (stereo partly drawn)	4	2	44*	6	7	-4	4.3	58*	-5
4	Cc1cccc(C)c1OCCN1C(=O)NC(C)(c2ccccc2)C1=O (stereo not drawn)	3	-2	15	15	2	-4	1.4	9	-3
5	Cc1cccc(C)c1OCC(=O)Nc1ccc(S(=O)(=O)Nc2ccccn2)cc1	15	0	21	26	-10	0	-1.0	0	3
6	CCCCNC(=S)NNC(=O)c1csc2c1CCC(C)C2 (stereo not drawn)	-3	-3	34	16	14	-7	0.4	3	-1
7	O=C(O)C1CCCN1S(=O)(=O)c1ccc2ccccc2c1 (stereo not drawn)	-4	-2	11	-2	1	1	1.0	13	0
8	Cn1c(=O)c2c(nc(-n3ccnc3)n2Cc2ccc([N+](=O)[O-])cc2)n(C)c1=O	-17	-2	-3	-19	8	-5	0.2	20	-1
9	COc1ccc(-c2noc(CSc3ccc(C)cc3)n2)cc1	0	-1	12	16	21	-4	0.7	-6	3
10	NC(=O)CCS(=O)(=O)CCN1CCCCC1	-6	-1	3	4	4	-2	0.2	12	-1
11	CCCOc1ccc(-c2c(C(=O)N/N=C/c3ccsc3)nnn2-c2nonc2N)cc1	-6	-6	6	2	3	1	-0.2	31	9
12	CC(C)(C)c1ccc(O)c(O)c1	1	-1	4	8	6	-3	0.7	37	6
13	O=C(NCCN1C(=O)S/C(=C\c2ccc(F)cc2)C1=O)c1cccc(S(=O)(=O)N2CCOCC2)c1	-2	8	18	7	1	0	3.8	0	-6
14	COc1ccc(OC)c(NC(=O)CSc2ccc3nnc(-c4ccccn4)n3n2)c1	-10	-4	5	9	5	-1	0.7	38	-5
15	CCCCCOC(=O)C(C)c1c(C)[nH]c(=S)[nH]c1=O (stereo not drawn)	-3	-5	-4	4	3	-1	1.7	-14	0
16	c1ccc2c(CSc3nnc(-c4ccncc4)o3)cccc2c1	-9	1	12	19	32	-3	0.3	15	1
17	O=C(/C=C/c1ccc(S(=O)(=O)N2CCOCC2)cc1)NC(=S)NCCCn1ccnc1	-8	-1	17	17	17	-2	-1.0	50	-1
18	CSCCCN1CCC(n2nccc2NC(=O)CCCc2ccccc2)CC1	9	-4	3	6	1	0	0.3	-12	-1
19	O=c1c(F)cn(C2CCCO2)c(=O)n1Cc1ccccc1Cl (stereo not drawn)	11	2	16	14	18	3	-1.3	-6	0
20	COc1ccc(CN2CCn3ncc(C(=O)Nc4ccccc4)c3C2=O)cc1	6	0	6	16	4	-3	3.7	-39	0
21	CCOC(=O)c1cc2[nH]c3ccccc3c2[n+](-c2ccc([N+](=O)[O-])cc2)c1C	-13	-2	7	5	16	-3	-1.3	7	-3
22	Fc1ccccc1/C=N/Nc1ncnc2ccccc12	16	-2	5	-12	26	-1	4.4	-69	-5
23	CCCCn1c(=N)n(CC(O)COc2ccc(C)cc2)c2ccccc21 (stereo not drawn)	10	-1	15	4	8	1	0.0	58*	3
24	CC(C)[C@H](NC(=O)[C@H](CC(=O)O)NC(=O)[C@H](CCCCN)NC(=O)[C@@H](N)CCCN=C(N)N)C(=O)N[C@@H](Cc1ccc(O)cc1)C(=O)O	1	-8	4	18	1	9	3.8	4	.
25	CCN(CC(=O)Nc1cc(Cl)ccc1C)C(=O)CCc1nc2ccccc2c(=O)[nH]1	-3	-2	0	3	17	-6	0.7	8	0
26	O=C1C2CCCCC2C(=O)N1c1ccc(NC2CCCCC2)c([N+](=O)[O-])c1 (stereo not drawn)	-14	-3	-2	15	19	-3	3.0	5	-2
27	O=C(Cn1ccc2ccccc2c1=O)NCCC(=O)Nc1cccc(Cl)c1	4	0	7	-10	17	-4	0.8	-5	0
28	Cc1cc2cc(CN(Cc3ccc4c(c3)OCO4)C(=O)c3cnccn3)c3nnnn3c2cc1C	17	-2	22	36	-8	1	1.3	2	4
29	O=C(Cn1nc(C(F)F)cc1C(F)F)NNC(=S)Nc1ccc([N+](=O)[O-])cc1	-5	0	16	-1	31	-8	1.4	7	0
30	COc1ccccc1NC(=O)Cc1csc(NC(=O)c2ccccc2)n1	-18	-3	-2	7	8	-4	0.4	22	-3
31	C/C(=N\O)C(C)(C)Nc1ccccc1F	7	-1	12	-2	16	-1	3.2	-13	-3
32	CCCN1CCC(NC(=O)Nc2ccc([N+](=O)[O-])cc2)CC1	-9	0	2	10	14	-4	0.0	16	-2
33	NC(=S)Nc1cc(Cl)ccc1Cl	14	-2	25	-3	25	-2	-1.2	10	2
34	Cc1cc(C)c2oc(=O)cc(CN3CCCCC3)c2c1	-7	0	16	11	23	-4	2.1	8	1
35	Cc1cc(C)c(NC(=O)CNC(=O)COC(=O)/C=C/c2cccs2)c(C)c1	-6	-3	3	0	6	-4	-0.5	-5	0
36	O=C(CN1CCN(C(=O)C2CCCO2)CC1)Nc1ccc(Cl)c(Cl)c1 (stereo not drawn)	7	0	3	23	16	-1	1.7	16	4
37	CN(C)C(=O)c1cc(C(=O)c2ccccc2C(F)(F)F)c[nH]1	-6	-4	-10	0	13	-2	-0.9	6	-2
38	Cc1csc(N/N=C/c2ccccn2)n1	16	-5	17	5	30	-1	-0.4	-86	-1
39	CSC1=C(C#N)C(c2ccncc2)C(C(=O)Nc2ccccc2)=C(C)N1 (stereo not drawn)	20	-3	22	4	-9	-1	1.7	8	-1
40	CC(Oc1ccc2ccc(=O)oc2c1)C(=O)NC1CCN(Cc2ccccc2)CC1 (stereo not drawn)	-4	-4	-9	-2	4	-1	-1.7	13	1

Complete entries as entered above.
Entry for `CN(C)C(=O)c1cc(C(=O)c2ccccc2C(F)(F)F)c[nH]1` = TIM10 inh: -6; XBP1 UPR activ: -4; tim10-1 inh: -10; tim23-1 inh: 0; NALP3 yeast inh: 13; APJ agonist: -2; CHOP UPR activ: -0.9; Mdm2-MdmX inh: 6; GRIN3A LBD mod: -2
Entry for `COc1ccccc1NC(=O)Cc1csc(NC(=O)c2ccccc2)n1` = TIM10 inh: -18; XBP1 UPR activ: -3; tim10-1 inh: -2; tim23-1 inh: 7; NALP3 yeast inh: 8; APJ agonist: -4; CHOP UPR activ: 0.4; Mdm2-MdmX inh: 22; GRIN3A LBD mod: -3
Entry for `O=C1C2CCCCC2C(=O)N1c1ccc(NC2CCCCC2)c([N+](=O)[O-])c1` (stereo not drawn) = TIM10 inh: -14; XBP1 UPR activ: -3; tim10-1 inh: -2; tim23-1 inh: 15; NALP3 yeast inh: 19; APJ agonist: -3; CHOP UPR activ: 3.0; Mdm2-MdmX inh: 5; GRIN3A LBD mod: -2

Part of the list above with just GRIN3A LBD mod and APJ agonist.
entry | smiles | GRIN3A LBD mod | APJ agonist
29 | O=C(Cn1nc(C(F)F)cc1C(F)F)NNC(=S)Nc1ccc([N+](=O)[O-])cc1 | 0 | -8
30 | COc1ccccc1NC(=O)Cc1csc(NC(=O)c2ccccc2)n1 | -3 | -4
31 | C/C(=N\O)C(C)(C)Nc1ccccc1F | -3 | -1
32 | CCCN1CCC(NC(=O)Nc2ccc([N+](=O)[O-])cc2)CC1 | -2 | -4

Other structures follow.
no.	Structure	TIM10 inh	XBP1 UPR activ	tim10-1 inh	tim23-1 inh	NALP3 yeast inh	APJ agonist	CHOP UPR activ	Mdm2-MdmX inh	GRIN3A LBD mod
41	CC1CC(=O)Nc2ccccc2N1C(=O)CSc1nnnn1C(C)C (stereo not drawn)	1	-2	5	12	0	-3	0.9	-23	0
42	CC1C=CCC2C(=O)N(c3cccc(C(=O)NCCc4ccccc4)c3)C(=O)C12 (stereo not drawn)	-1	-2	13	8	14	-3	-2.1	-1	2
43	CCN(Cc1nc(-c2ccc(C)cc2)no1)C(=O)c1ccco1	14	15	4	15	18	-1	2.0	-17	5
44	Cc1cccc(NC(=O)CCC(=O)OCc2ccc(Br)cc2)c1	3	0	12	7	17	-4	-1.2	2	-2
45	Cc1ccc(Nc2c(-c3ccco3)nc3ccccn23)cc1	28	-1	24	39	3	1	4.2	8	0
46	CCOC(=O)c1c(N)sn(-c2ccccc2C)c1=S	4	1	11	29	8	1	-1.7	8	9
47	Cc1ccc(-c2nnc(SCC(=O)Nc3ccc4c(c3)oc3ccccc34)n2C)c(Cl)c1	-6	-1	7	-5	1	-1	1.1	9	1
48	CCn1c(C)cc(/C=C2/SC(=O)N(C(C)C(=O)OC)C2=O)c1C (stereo not drawn)	9	6	4	8	0	0	8.1	-55	-4
49	CN(C)CCCNC(=O)/C(=C\c1ccc(-c2cccc([N+](=O)[O-])c2)o1)NC(=O)c1ccccc1	1	-1	-2	23	17	-3	1.4	35	0
50	Cc1cc(NC(=O)C(C)SCC(=O)Nc2nnc(CC(C)C)s2)no1 (stereo not drawn)	5	-2	14	9	11	6	3.5	24	-2
51	O=C(NCc1ccncc1)C(=O)N/N=C/c1ccccc1OCc1ccccc1	14	13	-17	2	26	-1	7.3	0	-1
52	Nc1nonc1-c1noc(N2CCCCC2)n1	5	0	2	-15	8	-2	2.7	-4	0
53	O=C(Nc1ccc2c(c1)CCC2)c1cccc(F)c1	29	2	30	38	33	5	6.2	-156	5
54	COCCNC(=O)c1ccc2c(c1)nc(C)n2-c1cccc(Cl)c1	9	1	16	2	14	1	-0.4	-36	1
55	CCOc1ccc(-c2c(C(=O)N/N=C/c3ccc(O)cc3)nnn2-c2nonc2N)cc1	-9	1	1	-14	2	-4	1.5	-6	8
56	Cc1cc(Nc2cnc3ccccc3n2)n(-c2ccccc2)n1	18	0	11	33	21	-7	0.6	2	-3
57	CSc1ccc(NC(=O)Nc2ccc(C(=O)NCC(=O)O)cc2)cc1	-5	-2	-16	-7	11	-5	3.7	-14	15*

Bioassay records deposited in PubChem BioAssay by Sanford-Burnham Center for Chemical Genomics.
